# Bcl-XL Bim block = inhibitors of Bim-Bcl-XL interaction, human. Q07817. Bim peptide-Bcl-XL binding, bead flow cytometry, fluorescence. inhibition, % at 10 µM. 190,000 tested, 0.04% active
# Target sequence (Q07817 whole entry, looked up): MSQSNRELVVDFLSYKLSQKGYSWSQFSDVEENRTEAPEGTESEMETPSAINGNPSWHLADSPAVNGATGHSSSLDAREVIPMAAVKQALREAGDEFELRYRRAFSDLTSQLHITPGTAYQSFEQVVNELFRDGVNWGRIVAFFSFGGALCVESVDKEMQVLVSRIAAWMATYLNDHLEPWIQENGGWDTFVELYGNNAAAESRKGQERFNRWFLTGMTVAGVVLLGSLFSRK
# RGS8-Gao reg = modulates binding of RGS8 to human Galphao. 220,000 tested, 0.34% active. AID 1423. P09471. response (percent of control binding), % at 10 µM. multiplexed bead flow cytometry; actives lie on both sides; in the data active = response below about 60% or above about 140%; inactive = in between;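 also: Galphao activated as the GDP aluminium fluoride complex binding bead-coupled RGS8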
# Target sequence (P09471 whole entry, looked up): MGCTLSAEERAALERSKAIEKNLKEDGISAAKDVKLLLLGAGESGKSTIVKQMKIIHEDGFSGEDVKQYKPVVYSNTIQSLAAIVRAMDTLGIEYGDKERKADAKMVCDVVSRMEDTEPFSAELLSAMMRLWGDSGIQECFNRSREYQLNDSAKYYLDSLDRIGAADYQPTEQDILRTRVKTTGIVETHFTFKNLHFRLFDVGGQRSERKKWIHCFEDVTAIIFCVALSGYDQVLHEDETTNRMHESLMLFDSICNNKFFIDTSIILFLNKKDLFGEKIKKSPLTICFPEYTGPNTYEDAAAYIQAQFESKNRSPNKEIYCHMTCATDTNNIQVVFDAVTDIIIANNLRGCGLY
# Mcl1 Bid PPI = Mcl-1/Bid interaction inhibition; Q07820; TR-FRET Mcl-1/Bid-Dy647 peptide binding, 1536-well; inhibition, % at 21.7 µM; 220,000 tested, 0.97% active;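 active = compounds that cut the binding signal by more than half at the single screening dose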;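 also: His-tagged Mcl-1 with europium anti-His antibody binding Bid BH3 peptide; 0% = Mcl-1 plus peptide wells and 100% = peptide-only wells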
# Mcl1-Noxa inh = disrupts binding of human Mcl-1 to Noxa peptide; inhibition, % at 21.7 µM; TR-FRET Mcl-1/Noxa peptide binding, 2 h; Q07820; 220,000 tested, 1.5% active;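 active = compounds that cut the protein-peptide binding signal by more than 50% relative to plate controls in a single-dose test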;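 also: His-tagged Mcl-1 with rhodamine Noxa BH3 peptide and terbium anti-His antibody; 0% = Mcl-1 plus Noxa peptide wells and 100% = peptide-only wells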
# Bim-Bfl-1 = inhibitors of Bim-Bfl-1 interaction, human; Bead-based flow cytometry, Bim-Bfl-1 binding inhibition; 190,000 tested, 0.12% active; Q16548; inhibition, % at 10 µM;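 also: 0% = wells without compound plus tracer and 100% = blocker peptide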
# RGS4-Gao reg = modulates binding of RGS4 to human Galphao; binding response (% of control), % at 10 µM; Multiplexed bead flow cytometry; actives lie on both sides; P09471; 220,000 tested, 0.33% active; AID 1415; in the data active = binding response below about 49% or above about 150%; inactive = in between;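 also: fluorescent Galphao activated with aluminum fluoride binding bead-coupled RGS4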
# Bim-Bcl-B = human Bim-Bcl-B interaction inhibition | Q9HD36 | bead-based flow cytometry, Bim peptide-Bcl-B binding | inhibition, % at 10 µM | 190,000 tested, 0.073% active;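 also: 0% = tracer peptide without compound and 100% = reference inhibitor peptide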
# Target sequence (Q9HD36 whole entry, looked up): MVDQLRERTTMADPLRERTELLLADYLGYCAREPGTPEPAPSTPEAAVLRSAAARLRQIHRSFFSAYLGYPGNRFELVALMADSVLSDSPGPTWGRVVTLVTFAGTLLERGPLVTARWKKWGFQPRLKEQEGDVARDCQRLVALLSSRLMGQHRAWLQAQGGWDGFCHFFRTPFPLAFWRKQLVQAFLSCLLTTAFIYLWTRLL
# Bcl-W Bim block = human Bim-Bcl-W interaction inhibition. 190,000 tested, 0.02% active. bead-based flow cytometry, Bim peptide-Bcl-W binding. Q92843. AID 952. inhibition, % at 10 µM;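 also: 0% = bound tracer without compound and 100% = peptide blocker; higher means less fluorescent Bim peptide bound to Bcl-W beads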
# Bcl-2 Bim block = inhibitors of Bim-Bcl-2 interaction, human; P10415; Bead-based flow cytometry, Bim peptide-Bcl-2 binding; inhibition, % at 10 µM; 190,000 tested, 0.06% active; AID 950; in the data active = inhibition above about 40%; inconclusive = no clear call, values can overlap the other calls;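 also: 0% = no compound wells with probe peptide and 100% = reference peptide inhibitor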
# Target sequence (P10415 whole entry, looked up): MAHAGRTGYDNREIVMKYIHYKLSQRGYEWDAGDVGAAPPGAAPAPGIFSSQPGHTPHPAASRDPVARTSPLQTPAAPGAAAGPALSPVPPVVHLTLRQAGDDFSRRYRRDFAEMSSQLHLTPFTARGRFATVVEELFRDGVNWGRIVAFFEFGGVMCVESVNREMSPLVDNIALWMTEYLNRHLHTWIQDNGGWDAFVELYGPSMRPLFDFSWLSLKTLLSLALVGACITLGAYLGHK
# Bim-Mcl-1 = inhibitors of Bim-Mcl-1 interaction, human | Q07820 | Bead-based flow cytometry, Bim peptide-Mcl-1 binding | inhibition, % at 10 µM | 190,000 tested, 0.1% active | AID 1009;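 also: 0% = no compound tracer wells and 100% = peptide blocker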
# RGS7-Gao = modulates binding of RGS7 to human Galphao. AID 1439. 220,000 tested, 0.35% active. Multiplexed bead flow cytometry; actives lie on both sides. P09471. binding response (% of control), % at 10 µM; in the data active = binding response below about 49% or above about 150%; inconclusive = no clear call, values can overlap the other calls; inactive = in between;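 also: fluorescent Galphao held in activated GDP-AlF4 state binding bead-coupled RGS7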
# The depositor's hits bear a star; ? = inconclusive; . = no result given; [ ] = dose if it differs, or a comment. Rule as the data show it, unless noted: active = inhibition above about 40%. An unsorted share of the library, and some 2.7% of all compounds hit somewhere here.
SMILES,Bcl-XL Bim block,RGS8-Gao reg,Mcl1 Bid PPI,Mcl1-Noxa inh,Bim-Bfl-1,RGS4-Gao reg,Bim-Bcl-B,Bcl-W Bim block,Bcl-2 Bim block,Bim-Mcl-1,RGS7-Gao
Cc1cccc(C)c1-n1c(C)nn(CC#N)c1=O,-2,103,-18,17,-3,104,-1,0,-1,0,?
Cc1nnc(NC(=O)CC(CN(C)S(=O)(=O)c2ccccc2)c2ccccc2)s1 (centres undefined),-2,102,0,3,-7,100,-7,0,-5,-1,99
Nn1c(SCC(=O)Nc2ccc3c(c2)OCO3)nnc1-c1cccc(Cl)c1,1,93,-73,-28,4,95,1,3,1,1,92
COc1ccc(OC)c(NC(=O)CC2C(=O)NCCN2C(=O)Nc2cccc(Cl)c2)c1 (centres undefined),-9,101,11,6,-5,102,-3,-4,-10,-8,99
N#Cc1ccc(CSC2=NCCN2)cc1,-2,102,-24,2,-5,100,-7,-1,-5,-5,101
O=c1c2ccccc2nc2ccc(N3CCOCC3)nn12,4,103,-11,7,-7,97,0,4,-3,5,97
O=C(C1CC1)N1CCc2cc(Br)cc(S(=O)(=O)N3CCOCC3)c21,-7,99,-11,-16,2,92,-17,-3,1,-2,95
CC(C)CNC(=O)CSc1nc(-c2cccs2)cc(C(F)(F)F)n1,0,99,-7,6,1,100,1,1,0,0,97
CCC(C)NS(=O)(=O)c1ccc(OCC(=O)NCc2ccccn2)cc1 (centres undefined),-1,102,2,-18,-7,104,-2,-3,-2,0,110
CCOC(=O)c1c(N)nn(C(=O)c2ccccc2F)c1-c1ccc(OC)cc1,0,102,-10,4,-3,102,0,2,0,1,99
Cc1ccc(CS(=O)(=O)Cc2ccc(C(=O)NCc3cccnc3)o2)cc1,-14,104,-5,1,-15,101,-9,-2,-7,0,102
Clc1ccc(-c2c[n+]3c(n2-c2ccccc2)SCC3)cc1,1,102,1,14,-2,102,-4,1,-3,1,102
CNC(=S)NNC(=O)c1sccc1OCc1ccc(C)cc1,5,99,-63,3,16,103,-27,11,0,3,101
COc1cccc(-c2cc(C(=O)Nc3cc(C)n(Cc4ccc(Cl)cc4)n3)no2)c1,-8,99,-5,10,-11,99,-10,-5,-13,-4,95
COC(=O)c1ccc(NC(=O)Cn2c(-c3nonc3N)nc3ccccc32)cc1,-2,102,30,-96,-5,97,-1,-1,-3,0,103
O=C1SCC(c2ccc(Cl)cc2Cl)=NN1Cc1nnc(-c2ccccc2)o1,-6,105,-2,0,0,108,-4,-1,0,-3,110
S=C(NC1CCCCC1)N(CCc1ccccc1)CCc1ccccc1,-5,98,-36,15,-8,99,-6,-4,-8,-1,103
CC(=O)/C(=N/Nc1ccccc1Cl)Sc1nnc(C(O)c2ccccc2)n1-c1ccccc1 (centres undefined),-10,100,-56,5,-1,99,-13,-4,-7,-8,98
CCN(CC)CCNC(=O)c1c(C)n(-c2ccccc2)c2cc(Br)c(OC)cc12,-3,104,-33,-16,-3,103,-4,0,-3,-2,94
Cc1nccn1CC(=O)N/N=C/c1cccs1,.,99,-21,-6,.,96,.,.,.,.,?
Cc1ccccc1C(=O)NCCN=C1NS(=O)(=O)c2ccccc21,-2,103,-8,2,-11,103,-10,0,-6,-1,101
COc1ccc(-c2csc(NC(C)=O)n2)cc1OC,11,102,-8,23,-4,101,-6,-1,-4,2,105
Cc1cc(C)cc(OCC(=O)O/N=C(\N)c2cccnc2)c1,.,99,-11,4,.,99,.,.,.,.,?
COc1ccc(CCNC(=O)Cn2ccc3c(OC)cccc3c2=O)cc1OC,.,101,-2,7,.,100,.,.,.,.,?
Cc1ccc(O)c(/C=N/NC(=O)C2=NNC(c3ccccc3)(c3ccccc3)C2)c1,-1,98,-46,-39,2,95,-2,3,2,0,95

# Ordered by formula weight (rising): part of the list above
SMILES,Bcl-XL Bim block,RGS8-Gao reg,Mcl1 Bid PPI,Mcl1-Noxa inh,Bim-Bfl-1,RGS4-Gao reg,Bim-Bcl-B,Bcl-W Bim block,Bcl-2 Bim block,Bim-Mcl-1,RGS7-Gao
Cc1cccc(C)c1-n1c(C)nn(CC#N)c1=O,-2,103,-18,17,-3,104,-1,0,-1,0,?
CCC(C)NS(=O)(=O)c1ccc(OCC(=O)NCc2ccccn2)cc1 (centres undefined),-1,102,2,-18,-7,104,-2,-3,-2,0,110
COC(=O)c1ccc(NC(=O)Cn2c(-c3nonc3N)nc3ccccc32)cc1,-2,102,30,-96,-5,97,-1,-1,-3,0,103
O=C(C1CC1)N1CCc2cc(Br)cc(S(=O)(=O)N3CCOCC3)c21,-7,99,-11,-16,2,92,-17,-3,1,-2,95
O=C1SCC(c2ccc(Cl)cc2Cl)=NN1Cc1nnc(-c2ccccc2)o1,-6,105,-2,0,0,108,-4,-1,0,-3,110
COc1cccc(-c2cc(C(=O)Nc3cc(C)n(Cc4ccc(Cl)cc4)n3)no2)c1,-8,99,-5,10,-11,99,-10,-5,-13,-4,95
Cc1nnc(NC(=O)CC(CN(C)S(=O)(=O)c2ccccc2)c2ccccc2)s1 (centres undefined),-2,102,0,3,-7,100,-7,0,-5,-1,99

# Remaining list, next part
SMILES,Bcl-XL Bim block,RGS8-Gao reg,Mcl1 Bid PPI,Mcl1-Noxa inh,Bim-Bfl-1,RGS4-Gao reg,Bim-Bcl-B,Bcl-W Bim block,Bcl-2 Bim block,Bim-Mcl-1,RGS7-Gao
CCOC(=O)c1c(C)[nH]c(C(=O)NNC(=O)c2ccc(C(C)(C)C)cc2)c1C,25,103,9,-7,29,94,16,19,18,18,90
CCOc1ccc(=O)n(-c2ccccc2)n1,-7,103,-5,-1,-3,103,-6,-3,-1,-2,100
CCCc1cc(=O)[nH]c(SCCN2C(=O)c3ccccc3C2=O)n1,-5,101,-13,0,-10,100,-7,-3,-5,-2,103
Cn1ncc2c1ncn1nc(CCc3ccccc3)nc21,1,117,-14,-12,0,116,0,0,0,1,114
Cc1cc(OCCCC(=O)NC2=NCCS2)ccc1Cl,-8,106,0,14,-13,99,-9,-2,-9,3,101
CC(=O)Nc1ccc(S(=O)(=O)Nc2nc(-c3ccc(C(C)(C)C)cc3)cs2)cc1,-1,100,-61,22,0,104,0,-3,-2,-1,99
Cc1ccc(N(C(=O)Nc2ccccc2)C2=NCCC2)cc1,.,72,-4,-1,.,44*,.,.,.,.,?
O=C(Cn1ncc2c1-c1ccccc1OC2)Nc1ccc(Cl)cn1,3,101,-1,-17,0,100,4,4,4,2,100
COc1ccc(NC(=S)NC2CCCCC2)c(OC)c1,-5,103,-28,-9,-4,103,-4,-1,-2,-2,103
Cn1c(=O)oc2cc(S(=O)(=O)N3CCC(C(=O)NCc4cccs4)CC3)ccc21,-3,99,-13,-4,-7,101,-4,-1,-10,0,102
COc1ccc(OCc2nc(C#N)c(NCCCn3ccnc3)o2)cc1,0,106,-46,28,-9,99,-3,-3,-6,-3,100
Cn1c(-c2ccc(F)cc2)cnc1NCc1ccc(C#N)cc1,-6,104,-1,27,-22,100,-7,-4,-7,-1,101
COc1ccc(S(=O)(=O)NCC2CCCN(C(=O)CNC(C)=O)C2)cc1 (centres undefined),-4,103,-13,0,3,99,0,-3,0,-2,101
CCOC(=O)C1(CCOc2ccccc2)CCN(Cc2cnc(C)[nH]2)CC1,-2,100,-23,2,-7,98,-3,0,-5,0,97
c1ccc(CCNc2c3c(nc4ncnn24)CCC3)cc1,3,85,-27,-12,0,87,0,3,2,-1,87
O=C(COc1ccccc1C(=O)NCC1CCCO1)Nc1ccc(Br)cc1 (centres undefined),1,97,2,-1,5,105,1,0,1,-2,100
Cn1c2c(c(=O)n(C)c1=O)C1(C(=O)Nc3ccccc31)C(C#N)=C(N)O2 (centres undefined),-1,93,-28,1,-1,96,1,-1,-3,-2,96
Cc1cc(/C=C2\SC(N)=NC2=O)c(C)n1-c1ccc(F)cc1,-3,103,-35,4,-5,95,-5,-3,-3,-3,94
CCOc1cc(C(=O)N2CCc3cc(OC)c(OC)cc3C2)ccc1OC(F)F,-5,105,-27,9,-7,128,-5,5,-8,-1,159*[activator]
COc1ccc(C(=O)CSc2n[nH]c(=O)n2Cc2ccco2)cc1,.,98,0,-16,.,98,.,.,.,.,?
CN1Cc2sc(N)c(C#N)c2CC1(C)C,-2,103,-53,-2,-4,102,-3,0,0,1,100
O=C(O)CSCC(=O)Nc1ccc(C(F)(F)F)cc1,0,102,-8,27,-3,100,-3,-4,0,1,101
CCOC(=O)Cn1cc(C(=O)OC)c2ccccc21,-4,101,-15,5,-11,101,-9,0,-9,-6,101
CCCC(=O)NCCc1cc2ccc(OC)cc2[nH]c1=O,-3,117,12,-11,-8,131,-7,-3,-11,1,131
Cc1ccc(OCc2nnc(SCC(N)=O)n2N)cc1,-1,104,-6,9,-2,101,0,2,-4,3,102

# Other records:
SMILES,Bcl-XL Bim block,RGS8-Gao reg,Mcl1 Bid PPI,Mcl1-Noxa inh,Bim-Bfl-1,RGS4-Gao reg,Bim-Bcl-B,Bcl-W Bim block,Bcl-2 Bim block,Bim-Mcl-1,RGS7-Gao
C=CCOC(=O)C1=C(C)N=C2SCCC(=O)N2C1/C=C/c1ccccc1OC (centres undefined),-8,92,-3,10,-9,93,-6,-4,-7,-4,89
COc1ccc(C(=O)NCc2nnc(SC)n2Cc2ccccc2)cc1,-2,94,-9,-6,-7,91,-6,-1,-3,-4,99
N#Cc1c(N)nc2c(c1-c1ccccc1)CCCC2,0,102,-5,13,0,103,-1,-3,-3,-1,101
Cc1ccc(NC(=O)CCNS(=O)(=O)c2ccc3c(c2)oc(=O)n3C)cc1,-4,102,-21,13,-17,103,-9,0,-3,-3,104
CN(CCc1ccccn1)C(=O)Nc1cccc(Cl)c1,.,94,-8,-4,.,91,.,.,.,.,?
c1ccc(N2OCC3Cn4c(nc5ccccc54)C32)cc1 (centres undefined),.,102,-61,8,.,97,.,.,.,.,?
O=[N+]([O-])c1cc(Br)c(O)c(/C=N/Nc2nc3ccccc3s2)c1,-2,104,86*,79*,-4,102,-2,0,0,-1,101
Cc1cccc(N2C(=O)/C(=C\c3ccc(C(=O)O)cc3)c3ccccc3C2=O)c1,0,101,-26,10,-5,105,-6,-2,-3,-1,107

# As entered above.
# Mcl1-Noxa inh with c1ccc(N2OCC3Cn4c(nc5ccccc54)C32)cc1 (centres undefined) stands at 8
# Bcl-W Bim block with N#Cc1c(N)nc2c(c1-c1ccccc1)CCCC2 stands at -3
# RGS7-Gao with Cc1cccc(N2C(=O)/C(=C\c3ccc(C(=O)O)cc3)c3ccccc3C2=O)c1 stands at 107
# RGS7-Gao with O=[N+]([O-])c1cc(Br)c(O)c(/C=N/Nc2nc3ccccc3s2)c1 stands at 101
# RGS8-Gao reg with CN(CCc1ccccn1)C(=O)Nc1cccc(Cl)c1 stands at 94
# Bim-Bcl-B with COc1ccc(C(=O)NCc2nnc(SC)n2Cc2ccccc2)cc1 stands at -6
# Bim-Bfl-1 with Cc1ccc(NC(=O)CCNS(=O)(=O)c2ccc3c(c2)oc(=O)n3C)cc1 stands at -17

# Screening data as filed in PubChem BioAssay.
